Source: PubChem (Sanford-Burnham Center for Chemical Genomics)
tim23-1 inh: growth inhibitors of tim23-1 mutant yeast, primary screen, luminescence, uHTS; AID 463212, 2010; inhibition, % at 20 µM; 330,000 tested, 1.3% active; S. cerevisiae tim23-1 growth, BacTiter-Glo luminescence, 24 h;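 active means growth inhibition of the mutant yeast at or above 50%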;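 further: temperature-sensitive mutant grown at 25 °C; plate controls were DMSO-treated mutant yeast for no effect and medium wells lacking yeast for full effect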
CXCR6 inh: CXCR6 receptor inhibitors, primary screen, cell-based, beta-arrestin, luminescence, CHO-K1 PathHunter, 1536-well; inhibition, % at 20 µM; 360,000 tested, 0.36% active; in the data active means inhibition above about 34%, passing the limit was not always enough;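 further: antagonist mode with CXCL16 agonist at 10 nM final; 0% = 10 nM CXCL16 with DMSO and 100% = unstimulated wells without agonist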
Mdm2-MdmX inh: inhibitors of human Mdm2-MdmX association, primary screen, cell-based, luminescence, split luciferase, SaOS-2, uHTS; SaOS-2 split-luciferase Mdm2/MdmX complementation; inhibition, % at 8 µM; Protein Mdm4 (Homo sapiens) + E3 ubiquitin-protein ligase Mdm2 (Homo sapiens), …; 330,000 tested, 3% active; AID 485346, 2010;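 active means inhibition of at least 50% at 8 µM in the primary screen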
CHOP UPR activ: activators of apoptotic CHOP UPR arm, primary screen, cell-based, CHO-CHOP luciferase reporter, luminescence, uHTS; 330,000 tested, 0.34% active; UPR activation; percent of tunicamycin response over DMSO baseline; AID 449763, 2010; activation, % at 10 µM;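 active means at 10 µM dose, activation of 40% or more, normalized to positive control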;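 further: 100% = tunicamycin at 10 µg/mL and 0% = DMSO alone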
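Material: CHO-CHOP cells, stable luciferase reporter of PERK-eIF2a-CHOP signalling; quantity: 500 reporter cells seeded per well; buffer or medium: F12 medium containing 10% fetal bovine serum; compound: one dose, 10 µM in 0.5% DMSO; incubation: 6 h compound treatment, 37 °C; measured by: Steady-Glo luciferase luminescence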
APJ ag: agonists of human apelin receptor APJ, primary screen, CHO-K1 cells, PathHunter beta-arrestin, luminescence | 0% DMSO wells, 100% apelin | AID 2520, 2010 | activation, % at 20 µM | P35414 | 330,000 tested, 0.11% active;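 active means activation more than six SD over the plate average, tested at 20 µM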;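 further: 0% = DMSO alone and 100% = apelin-13 at 10 nM; some results filed as inactive read as strong as hits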
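Test system: CHO-K1 APJ beta-arrestin complementation cell line. Amount: cell density 1000 per well. Controls: DMSO negative, 10 nM Apelin-13 positive. Signal: luminescent beta-gal fragment complementation, chemiluminescent substrate. Read-out basis: agonist-driven arrestin binding to APJ. Timing: compound stimulation 90 min at 25 °C, detection 60 min.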
EBI2 antag: EBI2 receptor antagonists, beta-arrestin recruitment, primary screen, cell-based, luminescence, 7a,25-OHC stimulation, uHTS; G-protein coupled receptor 183 (Homo sapiens), P32249; 7a,25-OHC stimulated; inhibition, % at 5 µM; 360,000 tested, 0.81% active; in the data active means inhibition above about 38%;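 further: enzyme fragment complementation signal reports receptor beta-arrestin coupling in cells; 0% = agonist plus DMSO wells and 100% = wells without agonist; some results beyond the cut were filed as inactive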
Target sequence (P32249 whole entry, looked up, the tested form may be a part): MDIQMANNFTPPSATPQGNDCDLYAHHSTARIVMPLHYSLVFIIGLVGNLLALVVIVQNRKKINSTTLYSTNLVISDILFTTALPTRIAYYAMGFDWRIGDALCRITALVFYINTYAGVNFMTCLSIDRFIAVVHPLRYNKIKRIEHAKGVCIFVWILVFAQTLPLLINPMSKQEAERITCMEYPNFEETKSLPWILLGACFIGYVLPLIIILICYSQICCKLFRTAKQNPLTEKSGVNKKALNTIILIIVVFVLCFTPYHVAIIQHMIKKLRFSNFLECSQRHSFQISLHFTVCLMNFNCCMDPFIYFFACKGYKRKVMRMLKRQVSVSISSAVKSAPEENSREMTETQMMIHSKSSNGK
UPR XBP1 act: activators of adaptive XBP1 UPR arm, primary screen, cell-based, CHO-XBP1 luciferase reporter, luminescence, uHTS. IRE1-XBP1 UPR activation; percent of tunicamycin response, DMSO as zero. activation, % at 20 µM. 330,000 tested, 0.33% active. AID 463104, 2010;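 active means versus positive control, 20 µM dose yields 30% or more activation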;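 further: 100% = tunicamycin at 10 µg/mL and 0% = DMSO only wells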
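Signal: luciferase luminescence; Assay system: CHO-XBP1 luciferase reporter cells; Amount: one thousand reporter cells per well; Dosing: 20 µM single concentration, DMSO 1%; Benchmarks: high control tunicamycin 10 µg/mL final, low control DMSO vehicle only; Schedule: 6 h compound exposure at 37 °C, 5% CO2; Evaluation: percent activation relative to tunicamycin reference.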
CCR6 antagonist: CCR6 receptor antagonists, primary screen, cell-based, CHO-K1, luminescence, beta-arrestin, uHTS. C-C chemokine receptor type 6 (Homo sapiens), P51684. CHO-K1 CCR6 PathHunter beta-arrestin, CCL20-stimulated. inhibition, % at 20 µM. 340,000 tested, 0.49% active. AID 493098, 2011;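 active means compounds whose inhibition of the agonist-driven luminescence signal at 20 µM reaches about 50%, limit read from the data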;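 further: cells stimulated with CCL20 at 14 nM final; plate controls were DMSO with CCL20 for no effect and DMSO without agonist for full effect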
Target sequence (P51684 whole entry, looked up): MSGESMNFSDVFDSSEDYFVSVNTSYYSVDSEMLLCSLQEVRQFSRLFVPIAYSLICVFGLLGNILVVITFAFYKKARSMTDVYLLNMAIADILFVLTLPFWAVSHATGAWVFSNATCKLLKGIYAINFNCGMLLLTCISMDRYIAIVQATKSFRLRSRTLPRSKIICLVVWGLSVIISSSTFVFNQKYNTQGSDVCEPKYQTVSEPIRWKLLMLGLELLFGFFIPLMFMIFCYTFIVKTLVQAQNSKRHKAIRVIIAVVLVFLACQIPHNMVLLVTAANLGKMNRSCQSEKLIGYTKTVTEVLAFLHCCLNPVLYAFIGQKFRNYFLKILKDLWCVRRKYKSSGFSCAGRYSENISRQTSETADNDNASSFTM
APJ antag: antagonists of human apelin receptor APJ, primary screen, CHO-K1 cells, beta-arrestin complementation, luminescence | 330,000 tested, 0.32% active | inhibition, % at 20 µM | AID 2521, 2010;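 active means inhibition above about 40% at 20 µM, limit read from the data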;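 further: cells challenged with 10 nM apelin-13 agonist together with compound; plate controls were apelin-13 plus DMSO wells for no effect and DMSO wells lacking apelin-13 for full effect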
* = called active by the depositor. An excerpt; rates above refer to the full screens.

What do the screens show for `N#CNC(N)=Nc1cccc(Cl)c1`?
tim23-1 inh: 15; CXCR6 inh: -4; Mdm2-MdmX inh: 37; CHOP UPR activ: -1.9; APJ ag: 5; EBI2 antag: -5; UPR XBP1 act: 0; CCR6 antagonist: 2; APJ antag: -23

Results for CC(C)(C)OC(=O)N[C@@H](Cc1ccccc1)C(=O)N[C@@H](CO)[C@H](O)[C@@H]1C[C@@H]1C(=O)N1CCCC1 ?
tim23-1 inh: 5; CXCR6 inh: -4; Mdm2-MdmX inh: -9; CHOP UPR activ: -0.4; APJ ag: -2; EBI2 antag: -2; UPR XBP1 act: 0; CCR6 antagonist: 3; APJ antag: 6

How did Cc1ccc(-n2c(=S)sc3c(=O)n(-c4ccccc4C)c(SCC(=O)O)nc32)cc1C do in these assays?
tim23-1 inh: -7; CXCR6 inh: 1; Mdm2-MdmX inh: 19; CHOP UPR activ: -1.5; APJ ag: 0; EBI2 antag: -4; UPR XBP1 act: -4; CCR6 antagonist: -9; APJ antag: 18

What do the screens show for `Cc1ccc(CNC(=O)C2(c3cccs3)CCOCC2)cc1`?
tim23-1 inh: 18; CXCR6 inh: 2; Mdm2-MdmX inh: 29; CHOP UPR activ: 2.4; APJ ag: 4; EBI2 antag: -16; UPR XBP1 act: 0; CCR6 antagonist: 8; APJ antag: 14

How did C=CCN1CC(=O)N2Cc3[nH]c4ccccc4c3C[C@H]2C1=O do in these assays?
tim23-1 inh: 4; CXCR6 inh: 2; Mdm2-MdmX inh: 10; CHOP UPR activ: 0.2; APJ ag: -3; EBI2 antag: -2; UPR XBP1 act: 3; CCR6 antagonist: 1; APJ antag: 9

What do the screens show for `COc1ccccc1NC(=O)c1ccc(N2CC3CC(C2)c2cccc(=O)n2C3)c(NC(=O)c2cccnc2)c1` (stereo unspecified)?
tim23-1 inh: 0; CXCR6 inh: 3; Mdm2-MdmX inh: -5; CHOP UPR activ: -2.6; APJ ag: 6; EBI2 antag: 4; UPR XBP1 act: -6; CCR6 antagonist: 1; APJ antag: 8

Results for CC(=O)Nc1ccc(S(C)(=O)=O)c(C)c1 ?
tim23-1 inh: -1; CXCR6 inh: -9; Mdm2-MdmX inh: -12; CHOP UPR activ: 2.3; APJ ag: 0; EBI2 antag: -9; UPR XBP1 act: 1; CCR6 antagonist: -3; APJ antag: -18

What do the screens show for `O=C(CCN1C(=O)/C(=C/c2ccc(F)cc2)SC1=S)Nc1cc([N+](=O)[O-])ccc1O`?
tim23-1 inh: -4; CXCR6 inh: 9; Mdm2-MdmX inh: -38; CHOP UPR activ: 0.8; APJ ag: -3; EBI2 antag: 4; UPR XBP1 act: -3; CCR6 antagonist: 16; APJ antag: 16

How did Clc1ccc(C=NC23CN4CN(CN(C4)C2)C3)cc1 do in these assays?
tim23-1 inh: 3; CXCR6 inh: 0; Mdm2-MdmX inh: 21; CHOP UPR activ: -0.7; APJ ag: 3; EBI2 antag: 6; UPR XBP1 act: -1; CCR6 antagonist: 8; APJ antag: 18

Results for Cc1cc(NC(=O)c2ccccc2NS(=O)(=O)c2c(C)c(C)cc(C)c2C)no1 ?
tim23-1 inh: 19; CXCR6 inh: 5; Mdm2-MdmX inh: 38; CHOP UPR activ: -1.7; APJ ag: 3; EBI2 antag: -5; UPR XBP1 act: 0; CCR6 antagonist: -12; APJ antag: -5

How did CC(=O)c1cccc(N(CC(=O)NC2CCCCC2)C(=O)CNC(=O)c2cccs2)c1 do in these assays?
tim23-1 inh: 11; CXCR6 inh: 8; Mdm2-MdmX inh: 9; CHOP UPR activ: -0.2; APJ ag: -2; EBI2 antag: -8; UPR XBP1 act: -5; CCR6 antagonist: 17; APJ antag: 3

How did O=C(c1ccc(S(=O)(=O)N2CCCC2)cc1)N(Cc1ccco1)C1CCS(=O)(=O)C1 (stereo unspecified) do in these assays?
tim23-1 inh: 5; CXCR6 inh: -10; Mdm2-MdmX inh: -8; CHOP UPR activ: 0.2; APJ ag: -4; EBI2 antag: 14; UPR XBP1 act: 3; CCR6 antagonist: 12; APJ antag: -6

Results for c1cc(SSc2ccncc2)ccn1 ?
tim23-1 inh: 24; CXCR6 inh: 9; Mdm2-MdmX inh: 27; CHOP UPR activ: -1.5; APJ ag: -2; EBI2 antag: 7; UPR XBP1 act: -1; CCR6 antagonist: -23; APJ antag: -4

Results for CCOC(=O)c1ccc(N2C(=O)CC(N3CCCC(C)C3)C2=O)cc1 (stereo unspecified) ?
tim23-1 inh: 28; CXCR6 inh: 4; Mdm2-MdmX inh: -2; CHOP UPR activ: -0.2; APJ ag: -4; EBI2 antag: 6; UPR XBP1 act: -3; CCR6 antagonist: -6; APJ antag: 6

What do the screens show for `Cc1c(S(=O)(=O)N2CCN(C(=O)c3ccco3)CC2)c(=O)n(C)c(=O)n1C`?
tim23-1 inh: -1; CXCR6 inh: -3; Mdm2-MdmX inh: -22; CHOP UPR activ: 0.3; APJ ag: 0; EBI2 antag: -1; UPR XBP1 act: 1; CCR6 antagonist: 0; APJ antag: 16

Results for COc1ccc([N+](=O)[O-])cc1N(CC(=O)N1CCN(Cc2ccccc2)CC1)S(C)(=O)=O ?
tim23-1 inh: 8; CXCR6 inh: -3; Mdm2-MdmX inh: -22; CHOP UPR activ: 2.8; APJ ag: -1; EBI2 antag: 7; UPR XBP1 act: -4; CCR6 antagonist: 12; APJ antag: -12

What do the screens show for `C=CCOC(=O)c1ccc(-n2cnc(C)n2)nc1`?
tim23-1 inh: 18; CXCR6 inh: -3; Mdm2-MdmX inh: -20; CHOP UPR activ: 0.8; APJ ag: -3; EBI2 antag: 0; UPR XBP1 act: 0; CCR6 antagonist: 0; APJ antag: 12

Results for Cc1nnc(SC(C)C(=O)Nc2ccc(S(=O)(=O)N3CCCCCC3)cc2)s1 (stereo unspecified) ?
tim23-1 inh: 5; CXCR6 inh: -7; Mdm2-MdmX inh: 21; CHOP UPR activ: 1.4; APJ ag: -3; EBI2 antag: 6; UPR XBP1 act: 0; CCR6 antagonist: -4; APJ antag: 10

How did Cc1ccc(Sc2ncccc2COC(=O)NC(C)C)cc1 do in these assays?
tim23-1 inh: 11; CXCR6 inh: 1; Mdm2-MdmX inh: -32; CHOP UPR activ: 4.9; APJ ag: 0; EBI2 antag: 11; UPR XBP1 act: -1; CCR6 antagonist: 5; APJ antag: 13

How did CC(Oc1ccc(Cl)cc1Cl)C(=O)OCC(=O)c1c(N)n(C)c(=O)n(C)c1=O (stereo unspecified) do in these assays?
tim23-1 inh: 31; CXCR6 inh: 5; Mdm2-MdmX inh: 20; CHOP UPR activ: 1.5; APJ ag: -5; EBI2 antag: -3; UPR XBP1 act: 4; CCR6 antagonist: 12; APJ antag: 2

How did COc1ccc(C(CCNCc2ccc(OC(C)C)cc2)c2ccccc2OC)cc1 (stereo unspecified) do in these assays?
tim23-1 inh: 21; CXCR6 inh: -11; Mdm2-MdmX inh: 87*; CHOP UPR activ: 1.2; APJ ag: -2; EBI2 antag: 3; UPR XBP1 act: 2; CCR6 antagonist: 16; APJ antag: -2

Results for CCCCCCCOC(=O)c1nc(Cl)c(Cl)c(N)c1Cl ?
tim23-1 inh: -1; CXCR6 inh: -7; Mdm2-MdmX inh: -13; CHOP UPR activ: 0.7; APJ ag: -3; EBI2 antag: 5; UPR XBP1 act: 1; CCR6 antagonist: 3; APJ antag: -1

How did O=C(Oc1ccccc1N1C(=O)CCC1=O)c1ccco1 do in these assays?
tim23-1 inh: 4; CXCR6 inh: -1; Mdm2-MdmX inh: -3; CHOP UPR activ: -1.2; APJ ag: 1; EBI2 antag: -7; UPR XBP1 act: 1; CCR6 antagonist: 12; APJ antag: -1

What do the screens show for `Cc1cc(C)nc(SCc2ccc3nonc3c2)n1`?
tim23-1 inh: 19; CXCR6 inh: 0; Mdm2-MdmX inh: 7; CHOP UPR activ: -0.4; APJ ag: 1; EBI2 antag: 5; UPR XBP1 act: -3; CCR6 antagonist: 12; APJ antag: 12

What do the screens show for `COc1ccccc1CC(=O)Nc1cccc(C(=O)Nc2nccs2)c1`?
tim23-1 inh: 15; CXCR6 inh: -11; Mdm2-MdmX inh: 34; CHOP UPR activ: 0.5; APJ ag: -2; EBI2 antag: -2; UPR XBP1 act: -3; CCR6 antagonist: 10; APJ antag: 5

Results for CC(C)(C)OC(=O)N[C@@H](Cc1ccccc1)c1nnc(SCC(=O)c2ccc(Cl)cc2)o1 ?
tim23-1 inh: -6; CXCR6 inh: -2; Mdm2-MdmX inh: 19; CHOP UPR activ: 1.4; APJ ag: 0; EBI2 antag: 31; UPR XBP1 act: 2; CCR6 antagonist: -4; APJ antag: -17

Results for O/N=C\c1cccn1-c1nccs1 ?
tim23-1 inh: 12; CXCR6 inh: 7; Mdm2-MdmX inh: 11; CHOP UPR activ: -1.8; APJ ag: -1; EBI2 antag: 10; UPR XBP1 act: -3; CCR6 antagonist: -1; APJ antag: 8

How did Cc1nn(Cc2c(F)c(F)c(F)c(F)c2F)c(C)c1NC(=O)c1ccc(COc2ccc(F)cc2)o1 do in these assays?
tim23-1 inh: 34; CXCR6 inh: 5; Mdm2-MdmX inh: 6; CHOP UPR activ: 2.8; APJ ag: -2; EBI2 antag: 17; UPR XBP1 act: -1; CCR6 antagonist: 9; APJ antag: 13

What do the screens show for `Nc1nnc(SCC(=O)NNC(=O)c2ccc([N+](=O)[O-])cc2)s1`?
tim23-1 inh: 17; CXCR6 inh: 6; Mdm2-MdmX inh: -3; CHOP UPR activ: 1.5; APJ ag: 1; EBI2 antag: -13; UPR XBP1 act: -1; CCR6 antagonist: 10; APJ antag: -6

How did CN(Cc1cn(C)nc1-c1ccc(Oc2ccccc2)cc1)Cc1cnc2ccccn12 do in these assays?
tim23-1 inh: 33; CXCR6 inh: -9; Mdm2-MdmX inh: 23; CHOP UPR activ: 0.5; APJ ag: -2; EBI2 antag: 10; UPR XBP1 act: -2; CCR6 antagonist: 6; APJ antag: -1
